Screening results deposited in PubChem by several laboratories.
PhoP inhibition: inhibitors of PhoP regulon expression, primary screen, Salmonella Typhimurium, GFP reporter (AID 1863). 0.16% of 300,000 active. inhibition, % at 50 µM, or IC50 in µM where a hit was titrated. S. Typhimurium PhoP-regulated promoter GFP reporter, 4 h; higher % means a stronger effect;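 active = inhibition over 29.93%, a cutoff 3 SD above the screen mean, later confirmed by dose response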;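 also: 0% = low Mg2+ inducing control and 100% = high Mg2+ repressing control; strong numbers were not always called active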
MgcRacGAP inhibition: MgcRacGAP GTPase-activating activity inhibitors, confirmation, biochemical, ADP Hunter fluorescence | MgcRacGAP-stimulated Rac1 GTP hydrolysis, ADP Hunter fluorescence; higher % means a stronger effect; GST-tagged Rac1 F28L mutant substrate | one-dose inhibition, % at 30 µM; IC50 in µM for titrated hits | 0.6% of 340,000 active;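 active = first-screen hits whose inhibition reached a set limit at any dose in the follow-up dose series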;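 also: fluorescence reports GDP produced by GAP-driven GTP hydrolysis; strong numbers were not always called active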
TNAP activation fold: stimulation of alkaline phosphatase TNAP activity – biochemical, luminescent, no phosphate acceptor, uHTS, primary screen (AID 1001); 0.03% of 200,000 active; purified TNAP, luminescent activation assay, no phosphate acceptor; higher activation fold means a stronger effect; activation fold at 20 µM, or EC50 in µM where a hit was titrated; in the data active = activation fold from about 3, or a potency from the dose series; inactive = the rest, 99 in 100 with activation fold below about 1.6; also: many of its hits are not listed in these tables
NTR1 agonist: agonists of NTR1, primary screen, imaging, U2OS cells, beta-arrestin-GFP, high content (AID 493036). NTR1-U2OS beta-arrestin-GFP spot imaging, agonist mode. activation, % at 20 µM. 0.17% of 330,000 active. P30989;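 active = activation at or above 40% of the spot to cytoplasm intensity ratio, with at least 20 cells analyzed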;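 also: 0% = DMSO without peptide and 100% = 100 nM NTR1 peptide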
Target sequence (P30989 whole entry, looked up): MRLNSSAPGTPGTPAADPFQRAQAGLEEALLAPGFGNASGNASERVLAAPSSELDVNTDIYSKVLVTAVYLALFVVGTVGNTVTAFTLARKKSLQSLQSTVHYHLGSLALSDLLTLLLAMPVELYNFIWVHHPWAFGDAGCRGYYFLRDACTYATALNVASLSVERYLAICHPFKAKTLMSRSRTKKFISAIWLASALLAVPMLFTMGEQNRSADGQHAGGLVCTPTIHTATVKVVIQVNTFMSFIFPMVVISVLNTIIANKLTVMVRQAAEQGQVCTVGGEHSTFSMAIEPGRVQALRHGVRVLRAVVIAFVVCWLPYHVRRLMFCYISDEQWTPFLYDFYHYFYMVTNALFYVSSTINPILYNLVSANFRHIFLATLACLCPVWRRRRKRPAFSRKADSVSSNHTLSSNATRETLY
Myeloid diff 2: compounds promoting myeloid differentiation; ER-HoxA9 myeloid progenitors, lysozyme-GFP differentiation, flow cytometry; calls only at 10 µM; 1% of 360,000 active; AID 624256;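 active = normalized GFP-positive differentiation at or above the plate's own cutoff, the solvent-only control mean plus 3 SD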;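 also: cells exposed to compound for four days before flow analysis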
RSV antiviral HEp-2: RSV antiviral activity via CPE protection, HEp-2 cells, primary 10 µM value included (AID 2391) | CPE inhibition, % at 10 µM; hits with a dose series show IC50 in µM | HEp-2 cells, RSV-induced CPE inhibition; higher % means a stronger effect | 0.13% of 310,000 active; in the data active = a potency from the dose series; also: strong numbers were not always called active
SV40 large T antigen: SV40 large T antigen inhibitors, biochemical (AID 1903); SV40 large T antigen ATPase/helicase inhibition assay; higher % means a stronger effect; inhibition, % at 20 µM, or IC50 in µM where a hit was titrated; 0.39% of 310,000 active; in the data active = a potency from the dose series; also: strong numbers were not always called active
T cell HTS: T cell immune modulators affecting CD8 T cell-vesicle binding; calls only at 7 µM; 2C CD8+ T cell-vesicle binding, flow cytometry; stronger effect = lower value; AID 2052; 0.068% of 330,000 active;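 active = response, share of CD8 T cells binding vesicles, and their 90th percentile fluorescence all below set limits, cut at about 80% in these data, passing the limit was not always enough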
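incubation = binding step 1.5 h, 37 °C, antibody labelling 20 min, ice | test system = 2C mouse CD8+ T cells | read-out basis = percent CD8+ FL2 mean versus row control | controls = Peptide-free naked vesicles (low) and QL9 vesicles with 0.7% DMSO vehicle (high) | detection = flow cytometry of vesicle-bound cells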
UTI89 phage lysis: inhibition of K1F phage lysis, E. coli UTI89, bacterial capsule biogenesis inhibitors, alamar blue (AID 488966) | E. coli UTI89 K1F phage lysis, alamar blue, 2 h; higher % means a stronger effect | one-dose inhibition, % at 100 µM; IC50 in µM for titrated hits | 0.02% of 340,000 active;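 active = phage lysis inhibition, versus mean bacterial control, above a set limit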;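 also: capsule biogenesis inhibitors block K1F phage lysis so surviving cells raise fluorescence; higher fluorescence means more inhibition of phage lysis; actives were called in the ten point dose series up to 300 µM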
T cell HTS vesicle-bound %: also measured in T cell HTS; calls as there; double positive events, %; measured here: CD8+ vesicle-bound cell fraction;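 binding gate set so that unloaded-vesicle control wells show 10% double positive cells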
NTR1 agonist cell count 20 µM: recorded beside NTR1 agonist, whose call it bears; cell count; measured here: cell count, cytotoxicity flag
Myeloid diff 2 GFP+ MAC1+ %: also measured in Myeloid diff 2; calls as there; GFP+ MAC1+ double positive, %; measured here: differentiation confirmed by MAC1 staining
* marks the source's active call; other numbers are inactive results; i = inactive; x = no result given; [ ] = another dose, or the depositor's remark.

The opening five entries, to show the layout:
SMILES | PhoP inhibition | MgcRacGAP inhibition | TNAP activation fold | NTR1 agonist | NTR1 agonist cell count 20 µM | Myeloid diff 2 | Myeloid diff 2 GFP+ MAC1+ % | RSV antiviral HEp-2 | SV40 large T antigen | T cell HTS | T cell HTS vesicle-bound % | UTI89 phage lysis
Cc1cc(C)n2nc(SCC(N)=O)nc2n1 | -8% | 0% | 0.9 | -0.5 | 42 | i | 0.4 | 1.6% | 0% | i | 58 | -0.8%
COc1cccc(C(N)=O)c1 | 3% | 3% | x | 0.3 | 96 | i | 2.2 | 1.5% | 2% | i | 28 | -0.4%
O=C(Nc1ccc(Br)cc1Cl)NC1CC1 | -8% | 3% | 1.1 | -1.2 | 69 | i | 1.5 | 17% | 11% | i | 61 | 0.3%
CCOC(=O)C(=O)Nc1ccc(Oc2ccccc2)cc1 | -7% | 3% | 1 | -0.3 | 96 | i | 0.3 | 0.4% | 11% | i | 48 | -0.1%
O=C(Nc1cc(Cl)ccc1N1CCOCC1)c1ccco1 | -4% | 13% | x | 1.1 | 56 | i | 0.4 | 0.2% | 12% | i | 8 | 0.1%

This part in full, previewed entries included:
SMILES | PhoP inhibition | MgcRacGAP inhibition | TNAP activation fold | NTR1 agonist | NTR1 agonist cell count 20 µM | Myeloid diff 2 | Myeloid diff 2 GFP+ MAC1+ % | RSV antiviral HEp-2 | SV40 large T antigen | T cell HTS | T cell HTS vesicle-bound % | UTI89 phage lysis
Cc1cc(C)n2nc(SCC(N)=O)nc2n1 | -8% | 0% | 0.9 | -0.5 | 42 | i | 0.4 | 1.6% | 0% | i | 58 | -0.8%
COc1cccc(C(N)=O)c1 | 3% | 3% | x | 0.3 | 96 | i | 2.2 | 1.5% | 2% | i | 28 | -0.4%
O=C(Nc1ccc(Br)cc1Cl)NC1CC1 | -8% | 3% | 1.1 | -1.2 | 69 | i | 1.5 | 17% | 11% | i | 61 | 0.3%
CCOC(=O)C(=O)Nc1ccc(Oc2ccccc2)cc1 | -7% | 3% | 1 | -0.3 | 96 | i | 0.3 | 0.4% | 11% | i | 48 | -0.1%
O=C(Nc1cc(Cl)ccc1N1CCOCC1)c1ccco1 | -4% | 13% | x | 1.1 | 56 | i | 0.4 | 0.2% | 12% | i | 8 | 0.1%
O=C(CCc1ccccc1)Nc1ccncc1 | -7% | -3% | 1.1 | -0.1 | 55 | i | 4.8 | 1.6% | 4% | i | 15 | -0.2%
CCc1cccc(OCC(=O)Nc2ccc(S(=O)(=O)Nc3ccccn3)cc2)c1 | 9% | -27% | 1.1 | 0.4 | 43 | i | 0.2 | 0.8% | 3% | i | 32 | -1.3%
COC(=O)c1ccc(OCCOc2ccc(C(=O)OC)cc2)cc1 | -8% | 7% | 1.1 | 2.2 | 63 | i | 0.7 | 2.8% | 8% | i | 56 | 0.7%
CCS(=O)(=O)N1Cc2ccccc2CC1C(=O)N(C)Cc1ccc(OC)cc1OC (centres undefined) | 1% | 5% | x | 1.6 | 52 | i | 0.9 | 4.0% | 6% | i | 12 | 1.3%
CC1CCN(C(=O)C2CCN(CC(C)c3ccccc3)CC2)CC1 (centres undefined) | 2% | 18% | 1.1 | -0.8 | 43 | i | 0.7 | -0.6% | 3% | i | 39 | -0.4%
Cc1cc(SCC(=O)OCC(=O)NCc2ccc3c(c2)OCO3)c(C)cc1Br | 6% | 0% | 1.1 | 0.0 | 84 | i | 0.2 | 3.1% | -15% | i | 60 | 1.9%
CC(C)c1cccc(OCCN2CCCC2)c1 | 3% | 23% | x | 0.3 | 75 | i | 0.4 | 0.3% | 4% | i | 37 | 1.2%
NC(=O)c1ccc(NC(=O)COC(=O)CC2CC3CCC2C3)cc1 (centres undefined) | x | -2% | x | 1.6 | 31 | i | 0.3 | x | x | i | 28 | 0.3%
CC(=O)OCCCN1C(=O)c2ccc(Br)cc2C1=O | 6% | -2% | 1 | -0.8 | 77 | i | 7.6 | 0.7% | 0% | i | 34 | 1.1%
Cc1cc(F)ccc1S(=O)(=O)NCC1CC2CCC1C2 (centres undefined) | 7% | 4% | x | 1.7 | 82 | i | 0.7 | 2.3% | 2% | i | 19 | 0.7%[50 µM]
Cc1ccc(S(=O)(=O)NCCNC(C)c2ccc(Br)cc2)cc1 (centres undefined) | x | 2% | x | -0.4 | 60 | i | 1.0 | 6.9% | x | i | 36 | 0.8%[50 µM]
COc1ccccc1NC(=O)C(C)OC(=O)CCC1CCCCC1 (centres undefined) | 4% | 6% | x | 1.6 | 78 | i | 1.3 | 1.5% | 11% | i | 9 | -0.1%
CCOc1ccc(-c2c(C(=O)N/N=C/c3c[nH]c4ccccc34)nnn2-c2nonc2N)cc1 | 9% | 4% | x | 6.4 | 53 | i | 4.5 | 4.2% | 5% | i | 47 | -3.7%
COc1cc(C(C)=O)ccc1OCC(O)CN1CCN(S(=O)(=O)c2ccccc2)CC1 (centres undefined) | -1% | 5% | 1.1 | 2.4 | 57 | i | 1.7 | -0.5% | 4% | x | x | 0.3%
CCOC(=O)C1=C(C)NC(SCC(=O)O)=NC1c1ccccc1 (centres undefined) | -3% | x | 1.1 | 0.6 | 79 | x | x | -0.1% | 8% | i | 53 | x
Cc1c(Nc2ncnc3nc[nH]c23)c(=O)n(-c2ccccc2)n1C | 11% | 5% | 1.2 | -1.6 | 100 | i | 1.3 | 2.7% | 9% | i | 40 | -1.0%
CC(C#N)OC(=O)c1cccnc1SCC(=O)Nc1ccc2c(c1)OCO2 (centres undefined) | x | 3% | x | 1.5 | 48 | i | 0.3 | x | x | i | 35 | 2.6%
CCOc1ccc(Nc2nc(Cc3nnc(SCC(N)=O)o3)cs2)cc1 | 12% | 11% | 1.1 | 0.6 | 43 | i | 8.6 | 0.8% | 2% | i | 21 | 4.9%
O=C1Nc2ccccc2/C1=N/c1sc2c(c1C(=O)NCCc1ccccc1)CCCC2 | -6% | 10% | 0.9 | 0.5 | 33 | i | 2.6 | -1.3% | 25% | i | 47 | -0.5%
COc1ccc(/C(N)=N/OC(=O)c2cccs2)cc1 | -7% | 6% | x | -1.1 | 44 | i | 0.3 | x | 8% | i | 23 | 1.6%
CCN1CCCC(CO)(Cc2ccccc2)C1 (centres undefined) | -7% | 6% | 1.1 | -0.7 | 89 | i | 0.2 | -0.7% | 15% | i | 46 | -1.9%
C/C(=N\NC(=O)c1ccc2c(c1)OCO2)c1ccc(C(=O)O)s1 | -5% | 6% | 1.1 | -0.3 | 45 | i | 0.3 | -1.2% | 22% | i | 61 | 14%
O=C1NC[C@H](c2ccccc2)OC(=O)[C@H](Cc2ccc(F)cc2)C/C=C\C[C@@H]1CC(=O)N(CCO)Cc1ccccc1 | x | 7% | x | -0.7 | 43 | i | 0.3 | x | x | i | 6 | -0.3%
Cc1cccc(S(=O)Cc2ccc(C(=O)N3CCOCC3)o2)c1 (centres undefined) | -2% | 7% | x | 0.0 | 66 | i | 3.3 | 0.1% | 8% | i | 9 | 0.2%
CC1CCCC(NC(=O)C2CCN(C(=O)Nc3ccccc3)CC2)C1C (centres undefined) | 5% | 3% | x | 1.5 | 64 | i | 2.3 | -1.3% | 13% | i | 24 | 2.7%[50 µM]
O=C(CCCc1nc2ccccc2s1)NC(c1ccccc1)c1ccccc1 | 0% | 6% | 1.2 | 3.5 | 42 | i | 0.0 | 0.5% | 7% | i | 0 | 4.0%
O=C(O)c1cccnc1SC1CC(=O)N(CCc2ccccc2)C1=O (centres undefined) | 0% | 7% | 1.1 | -1.3 | 61 | i | 0.7 | 1.0% | -6% | i | 17 | 4.9%
C=CCOC(=O)/C(=C/c1ccco1)NC(=O)/C=C/c1ccccc1 | -8% | 13% | 1.1 | -1.8 | 101 | i | 0.5 | 0.0% | 23% | i | 38 | 0.3%
COc1ccc(NC2=NC(C)(CO)CS2)cc1 (centres undefined) | 1% | 6% | x | -1.0 | 79 | i | 0.8 | 1.1% | 10% | i | 42 | 0.3%
COc1ccccc1/C=C/C(=O)NC(=S)N(C)C1CCCCC1 | 13% | -3% | 1 | 3.0 | 43 | i | 0.6 | 6.5% | -2% | i | 48 | 8.9%
NC(=O)c1ccc[n+](CC(=O)c2ccc(NC(=O)c3ccccc3)cc2)c1 | 15% | 4% | x | -0.7 | 49 | i | 0.2 | -0.2% | 25% | i | 58 | 0.2%
CCCn1nnc(NC(=O)c2ccccc2Br)n1 | -1% | -1% | 1.1 | 0.1 | 62 | i | 3.1 | 0.9% | 2% | i | 20 | 3.5%
O=C(COc1cccc2ccccc12)N/N=C/c1ccco1 | -1% | 9% | x | -1.2 | 63 | x | x | 5.4% | 3% | i | 19 | 0.8%
CCOC(=O)c1ccc2nc(Nc3nc4ccc(F)cc4s3)sc2c1 | -20% | 2% | 34µM* | 17 | 36 | i | 0.4 | 8.9% | 7% | i | 41 | 5.5%
COc1ccc(NC(=O)CN2C(=O)NC(c3ccccc3)(c3ccccc3)C2=O)cc1 | 10% | 2% | x | 2.7 | 64 | x | x | 2.7% | 0% | i | 8 | -1.4%
CCN(CC)CC(C)CNC(=O)CC(C(=O)N1CCc2ccccc21)n1ccnc1 (centres undefined) | 22% | 12% | 1.1 | -0.5 | 56 | i | 7.0 | 0.1% | 7% | i | 27 | -0.8%
CCCc1cc(=O)[nH]c(SCC(=O)c2cc(C)n(C3CC3)c2C)n1 | -1% | 4% | 1.1 | 0.0 | 58 | i | 0.9 | 44% | 12% | i | 40 | -0.4%
COc1ccc(CCN2CC(C(=O)NCc3c(C)n[nH]c3C)CCC2=O)cc1 (centres undefined) | 4% | 7% | x | 0.6 | 75 | i | 0.0 | 1.1% | 11% | i | 5 | -0.1%
Clc1ccc(Oc2cccc(/C=N/n3cnnc3)c2)cc1 | 2% | 4% | 1 | -0.1 | 42 | i | 0.4 | -2.7% | 5% | i | 54 | -1.9%
COc1ccc(C(C[N+](=O)[O-])n2nc(C)cc2C)cc1 (centres undefined) | 49µM* | 4% | 1 | 48* | 64* | i | 0.0 | 7.0% | 19% | i | 23 | -16%
